Compound activity as filed in PubChem.
PKA-R1A activ = activators of PKA-R1A holoenzyme, primary screen, biochemical, fluorescence polarization, Cy5-IP20, bovine R1A, mouse PKAc | cAMP-dependent protein kinase type I-alpha regulatory subunit (Bos taurus) + … | PKA-R1A dissociation; scaled: DMSO 0%, 113 µM cGMP 100% | activation, % at 11.4 µM | 340,000 tested, 0.083% active;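 active = percent activation above the mean of all tested compounds plus 3 SD, cut at about 19% in these data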;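 note: higher means more PKAc released from R1A so a rise in polarization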
Pemphigus Ab inh = inhibitors of pemphigus antibody binding to DSG3, primary screen, biochemical, bead-based, flow cytometry, scFv-GFP; 310,000 tested, 0.48% active; DSG3-coupled beads, scFv-anti-DSG3-GFP binding; hits give low values; Desmoglein-3 (Homo sapiens), P32926; binding (percent of control), % at 10 µM;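 active = binding more than 3 SD below its plate's average and above zero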;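 note: hits lower antibody fragment binding to DSG3; some compounds called inactive have numbers as strong as hits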
MOR-DOR ag = agonists of OPRM1-OPRD1 heterodimerization, primary screen, cell-based, luminescence; activation, % at 9.3 µM; 340,000 tested, 0.3% active; Mu-type opioid receptor (Homo sapiens) + Delta-type opioid receptor (Homo sapiens), …; cells; AID 504326, 2011; in the data active = activation above about 18%;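 note: 0% = vehicle-treated cells and 100% = reference agonist; values of inactives mirror those of a sister screen read the other way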
Target sequence (P35372 whole entry, looked up): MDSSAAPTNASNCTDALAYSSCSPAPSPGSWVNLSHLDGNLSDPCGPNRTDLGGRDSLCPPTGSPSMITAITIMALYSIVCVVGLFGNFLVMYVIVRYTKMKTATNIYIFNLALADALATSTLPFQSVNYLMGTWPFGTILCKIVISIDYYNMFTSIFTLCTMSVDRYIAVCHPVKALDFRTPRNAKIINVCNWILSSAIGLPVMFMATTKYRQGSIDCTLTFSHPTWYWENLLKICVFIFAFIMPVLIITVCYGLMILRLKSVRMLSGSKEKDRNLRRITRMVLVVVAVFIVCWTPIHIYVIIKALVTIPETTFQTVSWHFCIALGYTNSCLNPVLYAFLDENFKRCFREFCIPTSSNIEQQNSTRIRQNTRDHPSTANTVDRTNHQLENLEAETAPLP
Target sequence (P41143 whole entry, looked up): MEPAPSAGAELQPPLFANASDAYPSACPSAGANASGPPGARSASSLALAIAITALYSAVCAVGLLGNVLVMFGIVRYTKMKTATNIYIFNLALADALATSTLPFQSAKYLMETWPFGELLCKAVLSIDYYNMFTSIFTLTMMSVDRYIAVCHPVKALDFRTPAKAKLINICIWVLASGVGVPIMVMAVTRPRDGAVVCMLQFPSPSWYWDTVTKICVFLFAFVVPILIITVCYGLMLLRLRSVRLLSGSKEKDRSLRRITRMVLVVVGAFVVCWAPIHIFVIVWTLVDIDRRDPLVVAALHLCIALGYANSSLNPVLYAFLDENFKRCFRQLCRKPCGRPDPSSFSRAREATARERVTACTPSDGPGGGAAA
OPRM1-OPRD1 inv = inverse agonists of MOR-DOR heterodimerization, primary screen, cell-based, luminescence | AID 504357, 2011 | 340,000 tested, 0.21% active | cell-based MOR-DOR heterodimer luminescence, inverse agonism | inhibition, % at 9.3 µM; in the data active = inhibition above about 22%, passing the limit was not always enough;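 note: 0% = cells with DMSO and 100% = wells without cells with DMSO; values of inactives mirror those of a sister screen read the other way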
Arrestin-AP2 inh = inhibitors of beta-arrestin/AP2 binding, primary screen, biochemical, GPCR trafficking, flow cytometry; beta-arrestin 1 C-terminal peptide binding to AP2 beta2-adaptin appendage (human); inhibition, % at 10 µM; AID 504490, 2011; FITC-arrestin peptide / GST-AP2 beads; AP2 beta2 appendage carries R879A mutation; 340,000 tested, 0.31% active;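 active = inhibition above a set limit, near 3 SD of compounds lacking own fluorescence, cut at about 54% in these data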;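 note: plate controls were DMSO wells for no effect and 5 µM unlabelled arrestin peptide for full effect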
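Assay system: GST-AP2 R879A bound to glutathione beads, E. coli-expressed; Medium: PBS with 0.05% Tween 20 and 0.1% BSA; Also added: fluorescein-tagged arrestin peptide at 50 nM final; Timing: 12 min plus 1 h, RT; Measured by: flow cytometry, FL1 (488/535 nm); Evaluation: percent drop in bead-associated FITC signal.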
AddAB inh = growth inhibition of E. coli expressing H. pylori AddAB, primary screen, AddAB inhibitor project, absorbance. inhibition, % at 11.9 µM. 330,000 tested, 0.29% active. AID 435030, 2010; in the data active = inhibition above about 12%;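 note: 0% = vehicle wells of infected cells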
Ecoli viability = E. coli V3065 growth inhibition, primary screen, counter-screen for AddAB inhibitor project, absorbance, OD600; 18 h; inhibition, % at 11.9 µM; 330,000 tested, 0.27% active;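 active = inhibition above the campaign's mean inhibition across all tested compounds plus 3 SD, cut at about 9.9% in these data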;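 note: uninfected addAB+ strain grown without phage in ampicillin broth; 0% = DMSO wells and 100% = ciprofloxacin 0.95 µg/ml wells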
phage Ecoli inh = growth loss of phage-infected E. coli, primary screen, RecBCD inhibitor project, absorbance, with phage, HTS | inhibition, % at 11.9 µM | 360,000 tested, 0.26% active; in the data active = inhibition above about 11%
Tat transport = E. coli Tat export inhibitors, primary screen, MC4100, TorA-mCherry reporter, fluorescence, single point | inhibition, % at 10 µM | 340,000 tested, 0.036% active;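 active = mean replicate inhibition at least 50% and at least half of replicates individually reaching 50%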;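 note: exported cargo escapes ClpAP degradation while cytoplasmic cargo is degraded and loses fluorescence; 0% = median of neutral control wells and 100% = median of NaSCN control wells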
PfHsp90 yeast 2 = growth inhibition of PfHsp90-expressing yeast, primary screen, antimalarial PfHsp90 inhibitor project, S. cerevisiae, BacTiter-Glo luminescence, single point, set 2 | inhibition, % at 9.4 µM | 310,000 tested, 0.32% active | BacTiter-Glo ATP, 48 h; yeast lacking PDR1 and PDR3 efflux regulators;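 active = every replicate shows inhibition above about 80%, whatever the replicate mean, limit read from the data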;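 note: 0% = DMSO neutral controls and 100% = 20 µM radicicol positive controls; yeast relying on Plasmodium falciparum Hsp90 in place of its own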
Mot1-301 SUMO = yeast Mot1-301 growth rescue at high temperature, primary screen, SUMOylation pathway inhibitor project, S. cerevisiae, ATP luminescence, 38.5C. S. cerevisiae Mot1-301 growth rescue; percent above DMSO median, 100 means doubled. growth rescue, % at 18.8 µM. 320,000 tested, 1% active. AID 2716, 2010;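 active = every valid replicate shows activation above 250% relative to neutral control wells; inactive = the rest, any valid replicate at or below 250%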;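 note: OY570 slx delta 5 strain wells were the positive control but not used for scaling; some compounds called inactive have numbers as strong as hits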
Active calls of the source: *; . = no result given. Rows are unselected; about 2.8% have a hit in one of these screens.

Order of results: PKA-R1A activ	Ecoli viability	Arrestin-AP2 inh	MOR-DOR ag	AddAB inh	Mot1-301 SUMO	OPRM1-OPRD1 inv	Pemphigus Ab inh	phage Ecoli inh	Tat transport	PfHsp90 yeast 2
#1 CC(C)CN1C(=O)/C(=C(/C#N)C(=O)NC2CCCCC2)c2ccccc21
  -1	-0.6	-3	1.1	-1.1	.	-6	123	2.9	-1	.
#2 CC(C)C(C)(C#N)NC(=O)CSc1nc2scc(-c3ccc(F)cc3)c2c(=O)n1Cc1ccccc1 (centres undefined)
  -5	-0.8	-6	-1.2	0.5	132	6	.	4.2	-1	-30
#3 COc1ccc(N2CCN(C(=O)CCCCCn3c(=S)[nH]c4cc5c(cc4c3=O)OCO5)CC2)cc1
  -8	-0.2	-12	-1.7	0.9	19	9	87	.	0	-8
#4 CC(C)n1c(O)c(N=Nc2ccccn2)c2ccccc21
  -2	-2.9	.	-2.0	-2.9	421*	11	104	2.5	-9	21
#5 CCCCNC(=O)COC(=O)c1ccc(SC)cc1OC
  -14	1.0	14	-3.2	-0.1	4	17	106	1.2	-4	12
#6 CCCc1c(C(=O)Nc2ccc(N3CCOCC3)cc2)cnn1-c1ccccc1
  -7	1.6	17	-0.5	4.0	5	3	.	3.5	11	2
#7 O=C(O)CN1C(=O)C(=O)N(Cc2c(F)cccc2Cl)C1=O
  -9	0.9	-1	-4.4	2.2	462	21	83	2.2	-5	17
#8 Cc1cccc(NC(=O)CSc2nc3ccccc3c3nc(CCc4c(C)n[nH]c4C)nn23)c1
  -1	-1.2	4	2.6	0.0	-7	-13	102	2.2	2	.
#9 CCCCNC(=S)NNC(=O)c1csc(C(C)C)c1
  3	-0.2	-5	-3.6	-0.2	-3	18	103	1.8	-1	4
#10 c1ccc(-c2ncc3ccccn23)cc1
  -5	-0.2	-12	-2.3	2.6	-3	12	108	4.1	-5	-28
#11 CCN(c1ccc(C(=O)CN2C(=O)NC3(CCOc4ccccc43)C2=O)cc1)S(C)(=O)=O (centres undefined)
  -6	-2.8	-9	-3.3	-0.6	-7	13	98	-0.4	1	.
#12 CCOc1ccc(S(=O)(=O)Nc2cccnc2)cc1
  3	-2.0	19	-1.9	-1.7	153	10	97	0.8	3	-8
#13 CCOc1ccc(NC(=O)CC(Cc2cc(C)cc(C)c2)C(=O)O)cc1 (centres undefined)
  -6	.	-4	-2.8	.	-6	14	99	0.5	-5	-5
#14 COc1ccc2nc(SCC(=O)Nc3c(C)cc(C)cc3C)[nH]c2c1
  7	-2.5	4	-0.7	0.6	6	4	104	2.5	1	1
#15 O=CNc1ccc(S(=O)(=O)NCc2ccccc2)cc1
  9	-1.8	6	-1.4	3.8	7	7	97	2.7	-5	.
#16 Cc1ccc(OCCCC(=O)Nc2ccc(S(=O)(=O)Nc3ccccn3)cc2)cc1
  -2	-1.5	6	-3.0	3.1	14	14	93	2.0	9	-16
#17 Cc1noc(NS(=O)(=O)c2ccc(NC(=O)CSc3nnc4c(n3)[nH]c3ccccc34)cc2)c1C
  -2	-3.7	5	-1.7	0.2	12	10	102	1.8	4	6
#18 CC(C)C[C@H](NC(=O)C1CCN(S(=O)(=O)c2ccccc2)CC1)C(=O)NCc1ccncc1
  2	-2.1	-22	-1.4	2.2	-10	7	.	1.9	-4	-1
#19 c1ccc2c(c1)CCN(c1nc3ccccc3n3cnnc13)C2
  -1	0.6	20	1.1	0.6	172	-6	97	3.5	-4	-3
#20 CSC(=O)NC12CC3CC(CC(C)(C3)C1)C2
  -4	1.0	18	-1.9	0.7	155	10	97	-0.6	4	5
#21 CCN1CCN(c2ccc(S(=O)(=O)N3CCOCC3)cc2NC(=O)c2ccc(Cl)s2)CC1
  -7	0.1	2	-0.4	4.2	5	3	97	-1.3	3	-7
#22 COc1ccccc1-c1ccc(SCc2ccc(C)cc2)nn1
  3	0.7	8	0.4	0.8	-16	-2	101	3.5	0	14
#23 COC1CCN(C(=O)CC2C(=O)NCCN2CC2CCCCC2)CC1 (centres undefined)
  2	0.0	16	-2.4	-1.2	11	12	97	3.4	-4	12
#24 CCOC(=O)CC1C(=O)NCCN1S(=O)(=O)c1ccc(Cl)cc1 (centres undefined)
  0	0.0	24	-0.3	4.3	.	2	105	1.4	0	.
#25 Cc1sc(NC(=O)c2ccccc2)c(C(=O)N2CCN(C)CC2)c1C
  -4	-1.4	2	-0.3	2.6	-4	2	102	3.3	0	-2
#26 Cc1cccc(CC2SC(N3CCN(c4ccccc4)CC3)=NC2=O)c1 (centres undefined)
  3	1.5	1	1.4	2.6	244	-7	75	0.2	11	-5
#27 Cc1ccc(C(=O)OCC(=O)NCCc2ccc(S(N)(=O)=O)cc2)o1
  -13	0.4	9	-2.8	0.2	-21	15	88	3.5	-5	.
#28 COc1ccc(-c2nc(CCNS(=O)(=O)c3ccc4c(c3)OCCO4)cs2)cc1
  -10	2.1	-6	-0.1	-1.1	-17	1	102	2.1	4	-26
#29 O=C(NCc1ccccc1)Nc1cccn(Cc2ccccc2)c1=O
  5	2.6	-1	-1.1	2.9	-2	6	122	2.5	0	25
#30 Cc1c(C(=O)NC2CC2)oc2ccccc12
  3	-2.1	-14	-1.5	1.7	107	8	488	1.2	1	-46
#31 O=C(COC(=O)c1cccs1)NCc1ccc2c(c1)OCO2
  -7	-0.8	3	-0.8	1.0	1	5	97	1.9	4	11
#32 CC(C)(C)OC(=O)NCCCC[C@@H](C(=O)NCCCCCCCCCCC(=O)N1CCN(C(=O)OC(C)(C)C)CC1)n1cc(CCCC(=O)O)nn1
  -16	-1.0	16	1.8	3.5	-17	-10	105	2.3	9	-11
#33 CC(=O)N1c2c(ccc3ccccc23)C(C)CC12CCCCC2 (centres undefined)
  -9	-0.8	0	4.2	1.8	1	-24	105	1.0	9	1
#34 CC(=O)Nc1ccc(S(=O)(=O)Oc2ccc(N3C(=O)C4CCCCC4C3=O)cc2)cc1 (centres undefined)
  -1	-1.2	2	-0.1	1.9	-4	1	105	2.2	-5	.
#35 O=C(NCc1ccco1)c1ccc(Cn2c(=O)c3ccccc3n(Cc3cccc(Cl)c3)c2=O)cc1
  2	-2.2	30	-0.9	0.8	91	6	.	4.5	-4	-25
#36 Cc1cc(OCC(=O)N[C@@H](CSCc2ccccc2)C(=O)O)c2c(C)c(C)c(=O)oc2c1
  -9	1.0	13	-3.2	2.4	-5	16	101	1.6	2	-31
#37 CCCCOc1cccc(C(=O)Nc2ccc(NC(=O)c3ccco3)cc2)c1
  -7	1.4	2	7.8	0.1	13	-50	.	5.1	-6	15
#38 CN1C(=S)SC(/[N+]([O-])=C\c2ccc(Cl)cc2)C1(C)C (centres undefined)
  -6	0.1	6	-2.0	1.9	33	11	.	-0.3	6	15
#39 CCOC(=O)Cn1c(C)nc2c(C(=O)OCC)sc(C)c2c1=O
  1	-0.5	4	-3.6	1.4	4	15	112	3.2	10	-7
#40 CCOC(=O)C1CCCN(S(=O)(=O)c2ccc3c4c2CC(=O)N4CC(C)S3)C1 (centres undefined)
  -1	-1.4	7	3.4	1.9	-3	-18	96	-2.2	0	7
#41 COc1cccc(OC)c1C(=O)N1CCN(Cc2ccc3c(c2)OCO3)CC1
  -5	-1.0	9	-3.2	2.1	-26	14	102	-1.6	9	12
#42 COc1ccc(C(=O)OCC(=O)Nc2ccc3c(c2)OCCO3)c(OC)c1
  -12	-0.5	14	3.3	1.4	3	-13	99	3.3	-9	.
#43 CC(NC(=O)/C=C/c1ccc(Br)cc1)c1ccc(Cl)cc1 (centres undefined)
  4	0.2	3	-0.2	2.7	-26	2	90	-1.0	-6	-21
#44 O=C(Nc1ccc(F)cc1F)Nc1ccc(F)cc1F
  -8	-1.8	2	3.0	1.4	4	-14	105	2.4	-6	-6
#45 CCOc1ccccc1NC(=O)COC(=O)C(Cc1ccccc1)NC(=O)c1ccco1 (centres undefined)
  0	0.0	-13	-2.2	3.0	-8	9	104	-1.3	-1	-14
#46 O=[N+]([O-])c1nn(-c2ccc3c(c2)OCCO3)n(O)c1=NC1CCCCCC1
  -9	-1.3	24	6.1	0.4	15	-32	100	2.1	-4	-19
#47 Nc1ncccc1OCc1cccc(C(F)(F)F)c1
  -9	0.3	28	1.1	1.9	49	-5	.	3.0	-11	10
#48 CCC1(c2ccccc2)NC(=O)N(CC(=O)NNC(=O)CCN2CCN(c3ccccc3)CC2)C1=O (centres undefined)
  11	1.6	32	-2.8	0.5	4	15	100	2.1	5	.
#49 CCN(CC)CCNC(=O)C(C(=O)c1ccccc1)n1ccccc1=O (centres undefined)
  -1	-1.0	3	-1.0	0.5	-13	5	.	0.8	-5	11
#50 COc1ccc(S(=O)(=O)n2cnc3ccccc32)cc1OC
  -5	0.9	13	-1.2	-1.2	-2	6	97	3.3	-7	-34

(list continues)
Order of results: PKA-R1A activ	Ecoli viability	Arrestin-AP2 inh	MOR-DOR ag	AddAB inh	Mot1-301 SUMO	OPRM1-OPRD1 inv	Pemphigus Ab inh	phage Ecoli inh	Tat transport	PfHsp90 yeast 2
#51 NC(=O)c1ccc(NC(=O)CCc2nc3ccccc3s2)cc1
  -4	-1.9	-9	-2.1	-2.8	-1	11	96	3.5	4	6
#52 C=CCc1cccc2cc(C(=O)N3CCN(c4ccccn4)CC3)c(=O)oc12
  -5	-1.5	38	-0.6	4.7	-12	4	97	3.1	-9	-30
#53 O=C(N/N=C/c1ccco1)c1csc2c1CCCC2
  2	0.5	-6	-1.2	-0.6	13	6	116	3.0	-8	11
#54 COc1cccc(-c2c(-c3cc(OC)cc(OC)c3)n(C)c3ccc(-c4cnc(OC)nc4)cc23)c1
  -4	0.2	-3	-4.2	0.9	-6	24	103	1.7	-9	-5
#55 Cc1nccn1CCc1n[nH]c(=S)n1Cc1ccccc1
  -10	0.9	3	-2.6	2.4	3	13	94	1.8	4	-13
#56 Cc1cccc(NC(=O)NNC(=O)c2ccc(C)c([N+](=O)[O-])c2)c1
  -11	0.6	9	-0.8	-1.1	4	5	89	4.6	-6	-17
#57 O=C(CN1C(=O)NC2(CCCCC2)C1=O)N1CCN(S(=O)(=O)c2cccc([N+](=O)[O-])c2)CC1
  -5	1.1	12	3.3	2.5	4	-13	.	2.6	-1	4
